# Salmonella PhoP GFP: Inhibition of PhoP regulon, Salmonella typhi GFP reporter cells, confirmation, 4 h (AID 1850) | Salmonella Typhi PhoP-promoter GFP reporter, fluorescence, 4 h; higher % means a stronger effect | inhibition, % at 50 µM; hits with a dose series show IC50 in µM | actives 0.33% (n = 310,000); in the data active = a potency from the dose series; inconclusive = inhibition mostly from about 25% at the one dose, without a potency; inactive = the rest, 99 in 100 with inhibition below about 19%;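 note: 0% = induced wells with vehicle and 100% = uninduced wells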
# tuberculosis growth: growth inhibition of non-replicating M. tuberculosis (AID 488890); Mycobacterium tuberculosis non-replicating, growth inhibition; higher % means a stronger effect; inhibition, % at 25 µM, or IC50 in µM where a hit was titrated; actives 0.39% (n = 320,000); in the data active = a potency from the dose series; inconclusive = inhibition mostly from about 82% at the one dose, without a potency; inactive = the rest, 99 in 100 with inhibition below about 76%;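 note: plate controls were DMSO cells for no effect and high antibiotic wells for full effect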
# influenza NS1A: H1N1 influenza NS1A inhibitors, functional cell based assay (AID 504329); NS1A functional cell-based assay, percent inhibition; higher % means a stronger effect; inhibition, % at 12.5 µM, or IC50 in µM where a hit was titrated; actives 0.3% (n = 340,000); in the data active = a potency from the dose series; inconclusive = inhibition above about 27% without an active follow-up result; note: strong numbers were not always called active
# H37Rv inhibition: M. tuberculosis growth inhibition, HTS (AID 449762) | M. tuberculosis H37Rv growth inhibition, 7H9 media; higher % means a stronger effect | actives 0.59% (n = 330,000) | inhibition, % at 25 µM; hits with a dose series show IC50 in µM; in the data active = a potency from the dose series; inconclusive = inhibition above about 70% without an active follow-up result;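 note: bacterial growth assessed after seven days of incubation; strong numbers were not always called active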
# VEEV TC-83 Vero: inhibitors of VEEV TC-83 cytopathic effect, confirmation, Vero cells (AID 588727) | Vero cells, VEEV TC-83 cytopathic effect inhibition; higher % means a stronger effect | inhibition, % at 20 µM; hits with a dose series show IC50 in µM | actives 0.13% (n = 350,000); in the data active = a potency from the dose series; inconclusive = inhibition mostly from about 14% at the one dose, without a potency; inactive = the rest, 99 in 100 with inhibition below about 12%; note: strong numbers were not always called active
# VEEV TC-83 Vero 10K pilot screen: second read-out of VEEV TC-83 Vero, no call of its own (marks repeat the call); inhibition, %; measured here: 10K pilot screen inhibition
# Active calls of the source: *; i = inactive; ? = inconclusive; . = no result given; & = joins results of further samples. No enrichment for hits, and some 1.5% of all compounds hit somewhere here.
# A first look:
SMILES,Salmonella PhoP GFP,tuberculosis growth,influenza NS1A,H37Rv inhibition,VEEV TC-83 Vero,others
CC(=O)NC1=NN(C(C)=O)C(c2cccs2)S1 (stereo not given),-6%,-8%,-7%,-4%,5.6%,VEEV TC-83 Vero 10K pilot screen=1.7
O=C(CN1C(=O)C2CC=CCC2C1=O)OCC(=O)c1ccc(Cl)c([N+](=O)[O-])c1 (stereo not given),-6%,28%,-3%,6%,3.1%,
Cc1ccc(CSCC(=O)N2CCN(Cc3ccc4c(c3)OCO4)CC2)cc1,-8%,62%,3%,2%,i,

# The listing, from the start:
SMILES,Salmonella PhoP GFP,tuberculosis growth,influenza NS1A,H37Rv inhibition,VEEV TC-83 Vero,others
CC(=O)NC1=NN(C(C)=O)C(c2cccs2)S1 (stereo not given),-6%,-8%,-7%,-4%,5.6%,VEEV TC-83 Vero 10K pilot screen=1.7
O=C(CN1C(=O)C2CC=CCC2C1=O)OCC(=O)c1ccc(Cl)c([N+](=O)[O-])c1 (stereo not given),-6%,28%,-3%,6%,3.1%,
Cc1ccc(CSCC(=O)N2CCN(Cc3ccc4c(c3)OCO4)CC2)cc1,-8%,62%,3%,2%,i,
CC(C)CC(=O)N(c1ccc(F)cc1)C1C=CS(=O)(=O)C1 (stereo not given),-4%,-2%,7%,3%,0.2%,
Cc1ccc(C(=O)Nc2nc(=O)n(C(=O)c3ccccc3Cl)s2)cc1,.,.,-8%,.,2.1%,
CCc1cccc2c(C#N)cn(CC(=O)NCCOC)c12,1%,.,0%,15%,1.2%,
O=C(CN1C(=O)C2C3CC(C(Br)C3Br)C2C1=O)OCC(=O)c1cccc([N+](=O)[O-])c1 (stereo not given),-9%,-2%,-3%,-1%,0.7%,
Cc1cccc2c(=O)cc(C)n(CC(=O)N3CCCCC3)c12,3%,0%,8%,10%,5.3%,
CCCC(=O)Nc1nnc(CC(=O)N2CCCC2)s1,-16%,-27%,3%,-6%,0.8%,VEEV TC-83 Vero 10K pilot screen=0.9
Cc1ccc(S(=O)(=O)Nc2ccccc2C(=O)OC(C)C(=O)Nc2ccc3ccccc3c2)cc1[N+](=O)[O-] (stereo not given),-8%,22%,9%,-1%,1.9%,
Cc1ccc(S(=O)(=O)NC2=NCN(CCc3ccccc3)CN2)cc1,-6%,-15%,1%,4%,2.0%,
COc1cc(/C=N/NC(=O)c2cc(C3CC3)[nH]n2)ccc1O,16%,0%,-19%,-6%,3.3%,
O=[N+]([O-])c1ccc(Nc2nc(Cl)nc(NCCO)n2)cc1,-7%,2%,5%,-3%,i,
CC(Cc1ccccc1)Nc1ncnc2c1ncn2C1OC(CO)C(O)C1O (stereo not given),0%,3%,-8%,?,1.3%,
Cc1ccccc1N1CCN(Cc2ccc(Br)o2)CC1,-5%,36%,-2%,8%,0.2%,
O=C(NNc1cc(N2CCOCC2)nc(N2CCOCC2)n1)c1ccc([N+](=O)[O-])cc1,.,.,4%,.,0.6%,
Cc1noc(C)c1S(=O)(=O)N1CCN(S(=O)(=O)c2ccccc2C#N)CC1,-2%,3%,-7%,13%,3.3%,
CCN(CC(=O)NC1CCCC1)S(=O)(=O)c1ccc(Br)cc1,-6%,-5%,-1%,-10%,4.9%,
CCCCCc1nnc(NC(=O)c2ccc(N3CCCC3=O)cc2)s1,-2%,3%,0%,1%,3.0%,
c1ccc(-c2nnsc2-c2nc3ccccc3[nH]2)cc1,.,.,-7%,.,2.8%,
CCN(C(=O)CN1CCN(Cc2ccccc2)CC1)c1c(N)n(Cc2ccccc2)c(=O)[nH]c1=O,5%,-7%,1%,-3%,i,
CCC(C)(C)NC(=O)CN(Cc1cccs1)C(=O)C(=O)Nc1ccc2c(c1)OCCO2,3%,22%,1%,5%,0.9%,
C=CCNCCOc1c(C)cc(C)cc1Cl,0%,-1%,-4%,1%,1.2%,
O=C(/C=C/c1c[nH]c2ccccc12)c1cccc2ccccc12,1%,51%,2%,26%,6.8%,
CC(=O)Nc1ccc(S(=O)(=O)N2CCC(C(=O)N[C@@H](Cc3ccccc3)C(=O)O)CC2)cc1,8%,-15%,-2%,-2%,0.9%,
COc1ccc(C/C(C)=N/NC(=S)Nc2ccc(Cl)cc2)cc1,12%,-9%,13%,2%,0.3%,
O=C(CSc1nnnn1C1CCCC1)NCc1cccs1,0%,10%,6%,-2%,0.6%,
Cc1ccc(S(=O)(=O)Nc2cccc(C(=O)N3CCOCC3)c2)cc1,-5%,7%,-4%,0%,i,
O=C(NCC(c1ccc(F)cc1)N1CCOCC1)c1ccc([N+](=O)[O-])o1 (stereo not given),.,74%,-8%,?,11%,
Cc1ccc(C(=O)c2cc([N+](=O)[O-])ccc2N2CCCCC2)cc1C,0%,17%,11%,-1%,4.2%,
CC1CCCN(CCOc2ccc3ccccc3c2Br)C1 (stereo not given),1%,?,-1%,30%,9.7%,
Cc1ccccc1N=C1SC(CC(=O)Nc2ccc3ccccc3c2)C(=O)N1Cc1ccccn1 (stereo not given),-8%,5%,0%,10%,1.8%,
Cc1ccc(S(=O)(=O)N2CCCCC2)cc1NC(=O)CCOc1ccccc1,7%,14%,-5%,14%,i,
CCCC(=O)Nc1ccc2c(c1)C(=O)NC2=O,-6%,.,-7%,-5%,0.1%,
Cc1ccc(S(=O)(=O)C2C(=O)N(C)C3(C)CC2c2ccccc2O3)cc1 (stereo not given),-10%,11%,-1%,-5%,8.6%,
CCCOC1CCCN(C(=O)CCc2nnc(CCCCc3ccccc3)o2)C1 (stereo not given),-9%,12%,-4%,4%,0.6%,
Cc1c(N2C(=O)C3C4C=CC(C5CC45)C3C2=O)c(=O)n(-c2ccccc2)n1C (stereo not given),9%,-9%,-6%,-17%,1.6%,
O=[N+]([O-])c1ccc(SCc2ccco2)cc1N1CCOCC1,1%,22%,14%,7%,3.2%,
CCOc1ccc(S(=O)(=O)N2CCC(C(=O)NCCN3CCOCC3)CC2)cc1C,46%,-8%,10%,-1%,0.8%,
O=C1CCCN1c1nccs1,4%,-16%,-3%,-1%,i,
CC1(C)Cc2nc3oc4c(SCC(N)=O)ncnc4c3cc2CO1,6%,0%,.,-3%,i,
Cc1c(Cl)cccc1N(CC(=O)O)S(C)(=O)=O,8%,0%,6%,-2%,1.0%,
FC(F)(F)c1cc(-c2cccs2)nc2cc(-c3cccs3)nn12,1%,9%,.,4%,3.1%,
CCOc1ccc(C(C(=O)NCC2CCCO2)N(Cc2cccc(OC)c2)C(=O)c2snc(C(N)=O)c2N)cc1 (stereo not given),-6%,-1%,6%,8%,2.7%,
CCN(CC)CCCCCC(=O)Nc1ccccc1C(=O)Nc1ccccc1,1%,-4%,-5%,6%,0.1%,
CN(CC(=O)Nc1c(Cl)cccc1Cl)C(=O)C1CCN(C(=O)Nc2ccccc2)CC1,5%,-10%,-11%,-6%,4.0%,
CC(=O)Nc1cccc(NC(=O)CSc2nc3c(c(=O)n(C)c(=O)n3C)n2C)c1,-14%,-12%,11%,9%,2.8%,
Cc1ccc(S(=O)(=O)N2CCC(C(=O)OCC(=O)N3CC(=O)Nc4ccccc43)CC2)cc1,-7%&3%,21%,1%,9%,3.5%,VEEV TC-83 Vero 10K pilot screen=0.6
O=C(C[C@@H]1C/C=C\CC[C@H](Cc2ccc(F)cc2)C(=O)OC[C@@H](Cc2ccccc2)NC1=O)NCCO,.,76%,-19%,6%,0.7%,
O=C(Nc1ccccc1C(=O)N1CCCC1)C1COc2ccccc2O1 (stereo not given),-2%,0%,6%,-11%,1.1%,

# As a working copy, 17 of the compounds above.
SMILES,Salmonella PhoP GFP,tuberculosis growth,influenza NS1A,H37Rv inhibition,VEEV TC-83 Vero,others
CCCC(=O)Nc1ccc2c(c1)C(=O)NC2=O,-6%,.,-7%,-5%,0.1%,
Cc1ccc(S(=O)(=O)C2C(=O)N(C)C3(C)CC2c2ccccc2O3)cc1 (stereo not given),-10%,11%,-1%,-5%,8.6%,
CCCOC1CCCN(C(=O)CCc2nnc(CCCCc3ccccc3)o2)C1 (stereo not given),-9%,12%,-4%,4%,0.6%,
Cc1c(N2C(=O)C3C4C=CC(C5CC45)C3C2=O)c(=O)n(-c2ccccc2)n1C (stereo not given),9%,-9%,-6%,-17%,1.6%,
O=[N+]([O-])c1ccc(SCc2ccco2)cc1N1CCOCC1,1%,22%,14%,7%,3.2%,
CCOc1ccc(S(=O)(=O)N2CCC(C(=O)NCCN3CCOCC3)CC2)cc1C,46%,-8%,10%,-1%,0.8%,
O=C1CCCN1c1nccs1,4%,-16%,-3%,-1%,i,
CC1(C)Cc2nc3oc4c(SCC(N)=O)ncnc4c3cc2CO1,6%,0%,.,-3%,i,
Cc1c(Cl)cccc1N(CC(=O)O)S(C)(=O)=O,8%,0%,6%,-2%,1.0%,
FC(F)(F)c1cc(-c2cccs2)nc2cc(-c3cccs3)nn12,1%,9%,.,4%,3.1%,
CCOc1ccc(C(C(=O)NCC2CCCO2)N(Cc2cccc(OC)c2)C(=O)c2snc(C(N)=O)c2N)cc1 (stereo not given),-6%,-1%,6%,8%,2.7%,
CCN(CC)CCCCCC(=O)Nc1ccccc1C(=O)Nc1ccccc1,1%,-4%,-5%,6%,0.1%,
CN(CC(=O)Nc1c(Cl)cccc1Cl)C(=O)C1CCN(C(=O)Nc2ccccc2)CC1,5%,-10%,-11%,-6%,4.0%,
CC(=O)Nc1cccc(NC(=O)CSc2nc3c(c(=O)n(C)c(=O)n3C)n2C)c1,-14%,-12%,11%,9%,2.8%,
Cc1ccc(S(=O)(=O)N2CCC(C(=O)OCC(=O)N3CC(=O)Nc4ccccc43)CC2)cc1,-7%&3%,21%,1%,9%,3.5%,VEEV TC-83 Vero 10K pilot screen=0.6
O=C(C[C@@H]1C/C=C\CC[C@H](Cc2ccc(F)cc2)C(=O)OC[C@@H](Cc2ccccc2)NC1=O)NCCO,.,76%,-19%,6%,0.7%,
O=C(Nc1ccccc1C(=O)N1CCCC1)C1COc2ccccc2O1 (stereo not given),-2%,0%,6%,-11%,1.1%,

# (next part)
SMILES,Salmonella PhoP GFP,tuberculosis growth,influenza NS1A,H37Rv inhibition,VEEV TC-83 Vero,others
CCC(=O)N(Cc1ccc(S(N)(=O)=O)cc1)C1CC(=O)N(c2ccccc2)C1=O (stereo not given),7%,-1%,-5%,0%,2.9%,
CCOc1cc(S(=O)(=O)NC2CC2)c(OCC)cc1-n1cnnn1,4%,-13%,-15%,2%,i,
COC(=O)c1ccc2c(=O)n(Cc3ccc(C(=O)NC(C)C)cc3)c(=S)[nH]c2c1,-8%,-17%,-2%,-6%,i,
Cc1cccc(C)c1N(CC(=O)NC1CCCCC1)C(=O)c1csnn1,-18%,-9%,-5%,5%,i,
CC(=O)Nc1sc2c(c1C#N)CCN(Cc1ccccc1)C2,6%,-6%,-64%,1%,3.2%,
O=C(O)/C(=C1\OC(=O)c2ccccc21)c1ccccc1,-6%,-10%,-3%,-6%,0.3%,
CCn1c(=O)c(=O)[nH]c2c(=O)oc3ccc(S(=O)(=O)Nc4ccccc4)cc3c21,2%,-1%,-13%,-1%,0.5%,
C/C=C/CSc1nc2c(c(=O)[nH]c(=O)n2C)n1CCC,-9%,-3%,-6%,3%,0.4%,
CCc1ccc(NC(=O)CSC2=C(C#N)C(c3ccc4c(c3)OCO4)CC(=O)N2)cc1 (stereo not given),-13%,5%,9%,-6%,2.2%,
NS(=O)(=O)c1ccc(CCNC(=O)CCCCCn2c(=S)[nH]c3ccc(Br)cc3c2=O)cc1,-1%,-6%,1%,2%,0.2%,
CCOC(=O)N1CCN(c2ccc(Cl)cc2)CC1,2%,?,1%,3%,i,
O=C(CCCN1C(=O)c2ccccc2C1=O)NCc1ccc(F)cc1,-6%,9%,-8%,6%,1.0%,
CCN(CC(=O)Nc1ccc(NC(C)=O)cc1)C(=O)c1ccc2c(c1)OCCO2,.,-11%,-9%,8%,0.2%,
Cc1cc(C)c(C#N)c(N2CCCC2)n1,-4%,-4%,24%,0%,0.7%,
O=S(=O)(Cc1ccccc1)N1CCNCC1,13%,-5%,-15%,2%,i,
COc1cc(C2=NOC(C(=O)N3CCCc4ccccc43)C2)cc(OC)c1OC (stereo not given),-7%,12%,22%,-10%,1.6%,
COc1ccccc1N1CCN(C(=O)CSc2nc(-c3ccco3)cc(C(F)(F)F)n2)CC1,-14%,22%,-8%,4%,9.5%,

# Bioassay records from PubChem BioAssay.
